Cdc42 wt GTP: changes GTP binding to wildtype human Cdc42. GST-Cdc42 beads, Bodipy-GTP binding, flow cytometry; actives lie on both sides. percent activity (GTP binding), % at 10 µM. 190,000 compounds, 0.2% hits. AID 761;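 active = percent activity GTP binding at least 20 points away from the 100% baseline, either down as inhibitor or up as activator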;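 note: median bead fluorescence of bound Bodipy-FL-GTP at 100 nM; 0% = excess unlabeled GTP control and 100% = no compound control; below 100% means less GTP binding so inhibitor and above means activator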
Target sequence (P60953 whole entry, looked up): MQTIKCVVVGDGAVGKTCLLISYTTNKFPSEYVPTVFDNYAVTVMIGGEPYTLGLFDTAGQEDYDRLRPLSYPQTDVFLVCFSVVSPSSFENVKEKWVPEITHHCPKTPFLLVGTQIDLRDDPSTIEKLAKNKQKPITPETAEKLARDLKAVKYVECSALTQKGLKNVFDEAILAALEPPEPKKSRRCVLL
Bfl-1 Bim block: human Bim-Bfl-1 interaction inhibition | Q16548 | Bead-based flow cytometry, Bim-Bfl-1 binding inhibition | inhibition, % at 10 µM | 190,000 compounds, 0.12% hits | AID 1008;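 note: 0% = wells without compound plus tracer and 100% = blocker peptide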
Rab7 wt GTP bind: modulators of GTP binding to dog Rab7 wildtype GTPase | GST-Rab7 beads, fluorescent GTP binding, flow cytometry; actives lie on both sides; untreated = 100%, excess cold GTP = 0% | GTP binding activity (percent of control), % at 10 µM | 190,000 compounds, 0.055% hits | AID 758;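 active = fluorescent GTP binding to Rab7 beads changed by at least 20 points from the 100% baseline, either direction, mostly lower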;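 note: median green fluorescence of bound Bodipy-FL-GTP per Rab7 bead population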
Bim-Bcl-W: disrupts Bim peptide binding to human Bcl-W | Q92843 | bead-based flow cytometry | inhibition, % at 10 µM | 190,000 compounds, 0.02% hits;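 note: 0% = bound tracer without compound and 100% = peptide blocker; higher means less fluorescent Bim peptide bound to Bcl-W beads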
Bcl-2 Bim block: inhibitors of Bim-Bcl-2 interaction, human; P10415; Bead-based flow cytometry, Bim peptide-Bcl-2 binding; inhibition, % at 10 µM; 190,000 compounds, 0.06% hits; AID 950; in the data active = inhibition above about 40%;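 note: 0% = no compound wells with probe peptide and 100% = reference peptide inhibitor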
Target sequence (P10415 whole entry, looked up): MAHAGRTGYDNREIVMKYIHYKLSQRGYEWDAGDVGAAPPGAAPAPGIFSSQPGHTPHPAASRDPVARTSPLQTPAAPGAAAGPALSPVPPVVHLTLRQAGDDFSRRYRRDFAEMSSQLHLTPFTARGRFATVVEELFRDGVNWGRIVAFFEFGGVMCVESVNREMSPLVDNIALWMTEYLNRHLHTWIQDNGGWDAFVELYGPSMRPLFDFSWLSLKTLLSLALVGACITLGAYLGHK
Rac1 act GTP bind: modulators of GTP binding to human Rac1 activated mutant; P63000; GST-Rac1 activated beads, fluorescent GTP binding, flow cytometry; actives lie on both sides; 100% means binding = to untreated wells; percent activity (GTP binding), % at 10 µM; 190,000 compounds, 0.11% hits;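 active = GTP binding at least 20 percentage points away from the 100% baseline, in either direction, so actives lie on both sides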
Rab2 wt GTP: changes GTP binding to wildtype dog Rab2A, up or down; GTP binding activity, % at 10 µM; GST-Rab2 wt beads, Bodipy-GTP binding, flow cytometry; 190,000 compounds, 0.19% hits; P61105;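 active = GTP binding activity at least 20 points away from 100%, either lowered or raised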;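 note: 0% = beads with excess unlabeled GTP and 100% = no-compound control corrected for plate trend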
Rac1 wt modul: alters GTP binding to wildtype human Rac1; AID 757; GTP binding activity (% of control), % at 10 µM; P63000; GST-Rac1 beads, fluorescent GTP binding, flow cytometry; actives lie on both sides; 0 = cold GTP competed, 100 = untreated; 190,000 compounds, 0.27% hits;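 active = GTP binding activity at least 20 points away from the 100% control level, either lower or higher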
Bim-Bcl-XL: disrupts Bim peptide binding to human Bcl-XL; Q07817; bead flow cytometry, fluorescence; AID 1007; 190,000 compounds, 0.04% hits; inhibition, % at 10 µM
Target sequence (Q07817 whole entry, looked up): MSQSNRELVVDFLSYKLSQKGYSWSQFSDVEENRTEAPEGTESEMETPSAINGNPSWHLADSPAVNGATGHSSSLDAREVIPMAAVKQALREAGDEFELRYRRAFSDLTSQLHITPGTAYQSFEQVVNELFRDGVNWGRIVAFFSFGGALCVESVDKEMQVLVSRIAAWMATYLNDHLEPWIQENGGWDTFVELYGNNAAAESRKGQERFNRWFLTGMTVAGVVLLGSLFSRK
HRas wt GTP: modulators of GTP binding to human HRas wildtype | AID 759 | 190,000 compounds, 0.14% hits | GST-Ras wt beads, Bodipy-FL-GTP binding, flow cytometry; actives lie on both sides | GTP binding activity, % at 10 µM;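 active = GTP binding activity at least 20% away from the 100% baseline, either lowered as inhibitor or raised as activator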;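 note: 0% = unlabeled GTP competition control and 100% = no-compound control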
Target sequence (P01112 whole entry, looked up): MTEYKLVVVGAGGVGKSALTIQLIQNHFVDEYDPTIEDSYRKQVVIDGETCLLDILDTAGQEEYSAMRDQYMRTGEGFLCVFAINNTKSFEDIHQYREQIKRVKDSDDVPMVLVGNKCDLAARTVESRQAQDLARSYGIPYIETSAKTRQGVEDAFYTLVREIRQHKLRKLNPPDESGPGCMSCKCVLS
Bim-Bcl-B: disrupts Bim peptide binding to human Bcl-B | Q9HD36 | bead-based flow cytometry | 190,000 compounds, 0.073% hits | inhibition, % at 10 µM;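 note: 0% = tracer peptide without compound and 100% = reference inhibitor peptide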
An asterisk follows results filed as active. Cut-off read from the data, not from the text of the source, unless noted: active = inhibition above about 40%. An unsorted share of the library (roughly 0.62% active in at least one column).

#	Cdc42 wt GTP	Bfl-1 Bim block	Rab7 wt GTP bind	Bim-Bcl-W	Bcl-2 Bim block	Rac1 act GTP bind	Rab2 wt GTP	Rac1 wt modul	Bim-Bcl-XL	HRas wt GTP	Bim-Bcl-B	compound
1	96	25	98	7	8	97	95	102	-5	96	-11	Cc1ccc(NS(=O)(=O)c2ccc(N3CCN(c4ccc(O)cc4)CC3)c([N+](=O)[O-])c2)c(C)c1
2	101	0	101	-1	-1	97	102	100	-1	104	0	N#C/C(=C\c1ccc(Sc2nc3ccccc3[nH]2)o1)c1ccccc1
3	99	-5	111	-1	-4	95	100	102	-5	99	-8	CCN(CC)C(=O)CSc1nnc2cc(C)c3ccccc3n12
4	101	4	104	1	-2	102	104	108	-4	105	-26	Cc1scc(C(=O)NNC(=S)NCC(C)C)c1C
5	102	-17	104	-1	-7	100	102	108	-13	100	-9	CN1c2ccsc2/C(=N/NC(=O)c2c(F)cccc2F)CS1(=O)=O
6	96	10	96	6	11	97	98	98	4	98	-2	Cc1cccc(C(=O)NCc2nnc3c4ccccc4c(-c4ccccc4)nn23)c1
7	89	0	96	-5	0	91	90	90	-2	93	-2	C=CCn1c(SCC(=O)Nc2sc3c(c2C#N)CCC3)nnc1C1COc2ccccc2O1 (stereo not given)
8	97	-5	110	1	0	92	101	95	-4	88	-1	Cc1ccc(S(=O)(=O)c2cnc(-c3ccccc3)nc2N2CCCCC2)cc1
9	97	-4	98	0	-2	95	95	95	0	95	-1	CCOc1cc(/C=C/C(=O)O)ccc1OCc1ccccc1
10	94	-3	94	-2	-4	94	97	101	-5	98	0	CCOC(=O)N1CCN(C(=O)c2cccc(F)c2)CC1
11	94	1	91	4	4	93	94	96	1	94	2	CC1=NN(c2ccc(Br)cc2)C(=O)/C1=C/c1cccs1
12	101	-1	103	-4	-1	100	101	104	-6	100	-9	CCCOc1cccc(C(=O)Nc2ccc(Br)cc2F)c1
13	97	-11	98	0	-8	98	99	104	-5	97	-6	O=C(Cn1ncc2c1-c1ccccc1OC2)N1CCN(c2ccccn2)CC1
14	95	-1	96	-1	0	93	95	96	-3	95	-4	Cc1cc(OCC(=O)O/N=C(\N)c2ccccc2)ccc1Cl
15	96	-8	96	1	-9	95	96	97	-2	96	-6	CCOC(=O)N1CCN(C(=O)Nc2ccc(Cl)cc2Cl)CC1
16	99	-3	98	0	-3	93	95	97	0	96	-1	CC(=O)NC1C(=O)N=C(SC(C)C(=O)Nc2cccc(Cl)c2)NC1=O (stereo not given)
17	92	-3	97	-7	0	97	94	96	-3	95	-14	c1ccc2oc(-c3csc(N4CCOCC4)n3)cc2c1
18	102	-1	98	0	0	100	100	104	-2	102	-3	O=C(CN(Cc1ccc(F)cc1)C(=O)C1CSC(=O)C1)NC1CCCCC1 (stereo not given)
19	99	-2	95	-2	-2	101	101	102	-4	100	-2	COc1ccc(S(=O)(=O)NCCC(C)C)cc1C
20	103	-6	104	-7	-5	97	101	103	-9	101	-7	O=C(COC(=O)c1ccccc1C(=O)c1ccccc1)c1ccco1
21	97	-16	95	0	-5	96	95	97	-1	96	-7	CCN(CC)C(=O)CSc1nc2ccccc2n1CC(=O)N1CCN(c2ccccc2OC)CC1
22	100	-12	98	0	-12	99	99	99	-4	97	-9	CC(NS(=O)(=O)c1ccc(Br)cc1)C(c1cccs1)N1CCN(C)CC1 (stereo not given)
23	104	-12	99	0	-10	100	99	106	-7	101	-11	c1cncc(C(c2nnnn2C2CCCC2)N2CCN(Cc3ccc4c(c3)OCO4)CC2)c1 (stereo not given)
24	99	-1	98	-2	0	99	103	98	1	101	0	Cc1ccc2nc(SCCCCOc3ccccc3)[nH]c2c1
25	102	-13	99	1	-10	100	98	101	-7	99	-4	Cn1c(=O)c2c(nc(NCc3ccco3)n2Cc2ccccc2Cl)n(C)c1=O
26	100	-10	102	4	-5	98	103	108	-4	103	-5	O=C(Cn1c(CO)nc2ccccc21)Nc1cc(C(F)(F)F)ccc1N1CCOCC1
27	101	-1	96	-2	0	101	101	104	-1	101	-4	N#Cc1cc(C#N)c(N2CCN(c3ccccn3)CC2)nc1N
28	106	-13	102	3	-10	102	103	106	-5	104	-10	COc1ccc(-c2cc(C(=O)N3CCN(c4ccccc4)CC3)c3ccccc3n2)cc1OC
29	102	8	102	5	1	94	99	101	5	100	-7	COc1ccc(Cn2c(SCC#N)nc3ccc(N4CCOCC4)cc3c2=O)cc1
30	101	-17	100	-4	-6	102	101	101	-8	100	-10	COC(=O)C(C(=O)OC)C(C[N+](=O)[O-])c1ccc(O)c(OC)c1 (stereo not given)
31	100	-14	98	-1	-7	99	101	102	-3	99	-8	CCOC(=O)Cc1[nH]nc2c1C(c1cc(OC)ccc1OC)C(C#N)=C(N)O2 (stereo not given)
32	99	-5	95	-6	-3	93	95	96	-5	97	-8	Cc1ccc(C(=O)O)cc1NC(=S)NC(=O)c1ccc([N+](=O)[O-])c(C)c1
33	102	-4	104	-3	-2	102	101	105	-7	103	-4	Cc1nonc1C(=O)N/N=C/c1ccc(O)cc1
34	98	0	93	2	2	94	99	102	0	99	0	Cn1nnnc1Sc1c(Cl)cccc1[N+](=O)[O-]
35	97	-5	106	-1	-2	97	97	99	-3	98	-3	O=C(COC(=O)c1c[nH]c(=O)[nH]c1=O)Nc1ccccc1F
36	104	-7	102	0	-9	104	105	108	-1	105	-1	COc1ccccc1Nc1nc2ccccc2n1C
37	93	-4	97	-3	-3	94	93	91	-1	94	-3	O=C(NCCN1CCN(c2ccccc2F)CC1)C1CCCN(S(=O)(=O)c2cnc[nH]2)C1 (stereo not given)
38	96	2	104	1	3	96	98	101	0	98	2	Cc1ccc(/C=N/N(Cc2ccccc2)c2ccccc2)o1
39	96	-1	103	-5	-5	98	101	100	-4	100	-13	Cc1ccc(N2CCN(C(=S)c3ccc(N(C)C)cc3)CC2)cc1
40	98	-5	101	-1	-2	96	99	100	-1	98	-3	COc1ccc(C(=O)NCCNc2ccccc2[N+](=O)[O-])cc1

From compound 31 to 33, copied from above:
#	Cdc42 wt GTP	Bfl-1 Bim block	Rab7 wt GTP bind	Bim-Bcl-W	Bcl-2 Bim block	Rac1 act GTP bind	Rab2 wt GTP	Rac1 wt modul	Bim-Bcl-XL	HRas wt GTP	Bim-Bcl-B	compound
31	100	-14	98	-1	-7	99	101	102	-3	99	-8	CCOC(=O)Cc1[nH]nc2c1C(c1cc(OC)ccc1OC)C(C#N)=C(N)O2 (stereo not given)
32	99	-5	95	-6	-3	93	95	96	-5	97	-8	Cc1ccc(C(=O)O)cc1NC(=S)NC(=O)c1ccc([N+](=O)[O-])c(C)c1
33	102	-4	104	-3	-2	102	101	105	-7	103	-4	Cc1nonc1C(=O)N/N=C/c1ccc(O)cc1

Whole records from above.
Cc1ccc2nc(SCCCCOc3ccccc3)[nH]c2c1 is entered as Cdc42 wt GTP: 99; Bfl-1 Bim block: -1; Rab7 wt GTP bind: 98; Bim-Bcl-W: -2; Bcl-2 Bim block: 0; Rac1 act GTP bind: 99; Rab2 wt GTP: 103; Rac1 wt modul: 98; Bim-Bcl-XL: 1; HRas wt GTP: 101; Bim-Bcl-B: 0
c1ccc2oc(-c3csc(N4CCOCC4)n3)cc2c1 is entered as Cdc42 wt GTP: 92; Bfl-1 Bim block: -3; Rab7 wt GTP bind: 97; Bim-Bcl-W: -7; Bcl-2 Bim block: 0; Rac1 act GTP bind: 97; Rab2 wt GTP: 94; Rac1 wt modul: 96; Bim-Bcl-XL: -3; HRas wt GTP: 95; Bim-Bcl-B: -14

Back to the main list; the four compounds before the break are reprinted first.
#	Cdc42 wt GTP	Bfl-1 Bim block	Rab7 wt GTP bind	Bim-Bcl-W	Bcl-2 Bim block	Rac1 act GTP bind	Rab2 wt GTP	Rac1 wt modul	Bim-Bcl-XL	HRas wt GTP	Bim-Bcl-B	compound
37	93	-4	97	-3	-3	94	93	91	-1	94	-3	O=C(NCCN1CCN(c2ccccc2F)CC1)C1CCCN(S(=O)(=O)c2cnc[nH]2)C1 (stereo not given)
38	96	2	104	1	3	96	98	101	0	98	2	Cc1ccc(/C=N/N(Cc2ccccc2)c2ccccc2)o1
39	96	-1	103	-5	-5	98	101	100	-4	100	-13	Cc1ccc(N2CCN(C(=S)c3ccc(N(C)C)cc3)CC2)cc1
40	98	-5	101	-1	-2	96	99	100	-1	98	-3	COc1ccc(C(=O)NCCNc2ccccc2[N+](=O)[O-])cc1
41	96	30	95	18	24	95	96	98	28	97	34	Cc1cc(NC(=O)CCSc2ccccc2)ccc1Br
42	96	-1	101	-5	-1	95	97	95	-5	98	-8	COc1ccc(OC)c(-n2c(=S)[nH]c3cc(C(=O)N(C)Cc4ccccc4)ccc3c2=O)c1
43	98	-5	100	2	-2	95	100	101	-1	101	0	O=C(NCCN1CCOCC1)c1cnn2c1NC(c1cccs1)CC2C(F)(F)F (stereo not given)
44	97	-5	100	-3	3	93	97	98	-5	96	-4	CN(C)CCOCCOc1ccc(Cl)cc1C(C)(C)C
45	106	-13	103	1	-9	100	100	110	-4	101	-12	Cc1cc(C(F)F)n2nc(C(=O)O)nc2n1
46	98	0	99	-1	-1	97	98	102	-5	101	-4	COc1ccc(NC(=O)CSc2ccc3ccccc3c2)cc1S(=O)(=O)N1CCCCC1
47	94	6	95	-6	0	95	96	96	-8	97	-5	Cn1ccnc1SCC(=O)c1ccc([N+](=O)[O-])cc1
48	95	8	99	-3	0	93	97	96	-2	96	2	O=C(Cc1cccs1)N(CC1CCCO1)C1(C(=O)NC2CCCC2)CCCCC1 (stereo not given)
49	99	0	104	4	1	96	100	98	0	99	0	Cc1cc(N(C)/N=C/c2ccccc2O)nc(-c2ccccc2O)n1
50	97	-1	96	1	0	96	96	94	1	97	-1	Cc1ccc2cc(CN(Cc3ccco3)C(=O)NCc3ccccc3)c(=O)[nH]c2c1C
51	97	-3	99	-4	-2	97	99	101	-11	99	-5	Cc1nnc(SCCN2C(=O)c3ccccc3C2=O)[nH]c1=O
52	94	5	96	2	4	98	94	94	0	93	-2	COc1ccc(CCNC(=O)CN(C)S(=O)(=O)c2ccc(Br)s2)cc1OC
53	100	0	103	0	0	101	99	106	-3	101	-5	CCN(CC)C1=N/C(=C\c2ccc(OC)cc2)C(=O)N1c1ccccc1
54	99	-13	93	-2	-8	95	95	95	-6	98	-6	CC(C)(C)C(=O)Nc1ccc(C(=O)NCc2cccnc2)cc1
55	99	0	98	0	2	98	99	99	-2	98	3	O=C(Cc1ccc(Cl)cc1)NNC(=O)Nc1cccc2ccccc12

Copied from the list:
For Bim-Bcl-XL, Cc1nnc(SCCN2C(=O)c3ccccc3C2=O)[nH]c1=O reads -11
For Bcl-2 Bim block, CC(C)(C)C(=O)Nc1ccc(C(=O)NCc2cccnc2)cc1 reads -8
